Screening results as filed in PubChem.
TRPC6 inhibitor = blocks the mouse TRPC6 cation channel; Q61143; HEK293-TRPC6, membrane potential dye, ACh-evoked depolarization; stronger effect = lower value; B-score at 10 µM; 1.1% of 310,000 active;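 active means B-score under library mean minus 3 SD, initial fluorescence not abnormally high, positive integrated signal ratio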;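 further: B-score derived from integrated fluorescence ratio over the kinetic read; more negative B-score means stronger inhibition of depolarization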
Target sequence (Q61143 whole entry, looked up): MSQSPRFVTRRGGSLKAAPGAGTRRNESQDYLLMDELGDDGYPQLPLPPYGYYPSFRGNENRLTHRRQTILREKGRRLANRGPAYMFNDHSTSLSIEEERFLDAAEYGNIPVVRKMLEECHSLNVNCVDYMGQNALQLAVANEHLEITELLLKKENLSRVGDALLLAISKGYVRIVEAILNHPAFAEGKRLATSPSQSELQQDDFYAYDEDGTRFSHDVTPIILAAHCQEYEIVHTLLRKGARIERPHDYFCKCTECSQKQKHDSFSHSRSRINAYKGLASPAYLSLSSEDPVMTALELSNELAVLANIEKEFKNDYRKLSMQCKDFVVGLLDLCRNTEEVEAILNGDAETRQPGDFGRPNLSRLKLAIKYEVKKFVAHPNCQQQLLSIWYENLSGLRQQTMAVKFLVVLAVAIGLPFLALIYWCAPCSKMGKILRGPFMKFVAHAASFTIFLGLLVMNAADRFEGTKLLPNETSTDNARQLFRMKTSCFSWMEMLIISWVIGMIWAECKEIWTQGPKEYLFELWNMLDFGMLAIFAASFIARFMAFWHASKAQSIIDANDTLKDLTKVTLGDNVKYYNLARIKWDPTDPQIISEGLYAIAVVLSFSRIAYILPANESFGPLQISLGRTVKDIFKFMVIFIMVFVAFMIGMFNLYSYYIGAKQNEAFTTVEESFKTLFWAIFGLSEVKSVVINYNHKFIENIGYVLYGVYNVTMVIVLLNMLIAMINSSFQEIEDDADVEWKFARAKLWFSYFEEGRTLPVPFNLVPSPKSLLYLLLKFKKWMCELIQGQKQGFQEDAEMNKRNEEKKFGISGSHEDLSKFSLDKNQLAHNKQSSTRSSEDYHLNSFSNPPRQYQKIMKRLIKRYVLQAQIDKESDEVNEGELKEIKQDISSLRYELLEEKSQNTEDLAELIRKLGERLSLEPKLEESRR
TRPC4 block = blocks the mouse TRPC4 cation channel | 0.39% of 300,000 active | B-score at 10 µM | HEK293 TRPC4beta/mu-opioid, DAMGO-evoked Fluo4 calcium flux; stronger effect = lower value;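 active means B-score over 3 SD under the library average, no early fluorescence shift, positive overall ratio signal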
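System: stable TRPC4beta/mu-opioid receptor HEK293 cells; Dosing: single-point compound dosing; Measured by: Fluo4 Ca2+ flux fluorescence; Read-out basis: per-well B score of integrated baseline-normalized Fluo4 ratio.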
MrgX1 PAM = allosterically activates human MrgX1 receptor signaling; Q96LB2; MrgX1-HEK293, Fluo-4 calcium flux, FDSS; stronger effect = higher value; B-score at 10 µM; 0.63% of 310,000 active;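 active means plate-corrected calcium response at least 3 library SD above typical, normal starting fluorescence, not activating the receptor alone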;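 further: compound read alongside a low EC10 to EC30 dose of BAM8-22 agonist; peak minus trough fluorescence over baseline measured at the second addition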
MrgX1 antagonist = human MrgX1 receptor antagonism, primary screen; MRGX1-HEK293 calcium flux, Fluo-4, BAM8-22 antagonism; stronger effect = lower value; B-score at 10 µM; Q96LB2; 1.3% of 310,000 active;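 active means calcium-response B-score plate-corrected more than 3 library SD below zero, starting fluorescence within 5 deviations, no agonist response on first addition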;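 further: peak minus trough fluorescence over baseline after final BAM8-22 challenge near maximal dose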
TRPC4 potent = allosteric potentiators of mouse TRPC4 channel; Q9QUQ5; B-score at 10 µM; HEK293 TRPC4beta/mu-opioid, DAMGO EC20, Fluo-4 Ca2+ flux; stronger effect = higher value; 0.42% of 310,000 active;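 active means B-score of calcium response area above 5 SD of library B-scores, with initial fluorescence ratio within 5 SD of library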;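 further: B-score of integrated fluorescence ratio over time as area under calcium response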
MrgX1 agonist = agonists of human MrgX1 receptor; MrgX1-HEK293 cells, Fluo-4 calcium fluorescence, agonist mode; stronger effect = higher value; B-score at 10 µM; Q96LB2; 0.44% of 310,000 active;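 active means calcium response B-score plate-corrected fluorescence ratio at least 3 library SD, with starting fluorescence B-score inside 5 SD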
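Assay system: stable human MrgX1 HEK293 cell line. Quantity: 15,000 cells per well. Schedule: cells plated overnight, dye loaded 0.5 h 37 °C, 0.5 h room temperature. Detection: Fluo-4 NW calcium-flux fluorescence, kinetic read. Read-out basis: peak-minus-minimum fluorescence over baseline, converted to B scores. Control set: positive and negative control wells on each plate.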
TRPC4 act = activators of mouse TRPC4 channel; 0.49% of 310,000 active; B-score at 10 µM; HEK293 TRPC4beta/mu-opioid, Fluo4 calcium fluorescence; stronger effect = higher value; Q9QUQ5; AID 2237;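 active means B-score above 5 SD of library B-scores, and initial fluorescence ratio not above library mean plus 5 SD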;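 further: positive B-score marks a calcium rise read as TRPC4 activation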
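System – HEK293 cells stably co-expressing mouse TRPC4beta and mu-opioid receptor · Signal – Fluo4 calcium-sensitive dye fluorescence, kinetic, 1 Hz baseline · Benchmarks – buffer (low) and maximal DAMGO (high) · Read-out – B score of integrated fluorescence ratio per well · Incubation – dye loading 45 min room temperature, 110 s kinetic read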
ANO1 block = mouse TMEM16A channel inhibition, primary screen; HEK293 TMEM16A/YFP iodide influx fluorescence, ionomycin; 1.2% of 310,000 active; normalized B-score (activity score, 25-100; higher = stronger inhibition) at 10 µM; AID 588511; Q8BHY3;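 active means ratio plate-corrected score three or more library SD toward inhibition, starting fluorescence score within five deviations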;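 further: score derived from kinetic fluorescence span divided by baseline fluorescence per well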
TRPC6 act = mouse TRPC6 channel activation. B-score at 10 µM. AID 2550. HEK293-TRPC6 membrane potential dye fluorescence; stronger effect = higher value. Q61143. 0.13% of 310,000 active;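 active means B-score of the integrated fluorescence ratio above library mean plus 3 SD, and starting fluorescence ratio within library mean plus 5 SD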;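 further: higher score means more depolarization so channel activation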
ANO1 activ = activates or potentiates the mouse TMEM16A chloride channel; HEK293 TMEM16A/YFP-H148Q/I152L, iodide quench fluorescence; stronger effect = lower value; B-score at 10 µM; 0.3% of 340,000 active;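 active means fluorescence-ratio B-score plate-corrected deviation score at least 3 library SD below zero, with starting fluorescence score within 5 deviations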;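 further: channel opened by trigger with iodide after compound preincubation; score built on the fluorescence ratio of max minus min over baseline; more negative score means more quench and so TMEM16A activation or potentiation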
SKKanGAS inh = inhibitors of SKKanGAS S. pyogenes growth in kanamycin (SK-promoter or general growth effect); 1.3% of 300,000 active; AID 1662; inhibition, % at 7.5 µM; BacTiter-Glo, 6 h;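 active means mean replicate score, as percent of positive control median, at least 50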;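 further: strain carries kanamycin resistance gene driven by streptokinase promoter and grows in 40 µg/ml kanamycin; loss of luminescence reflects streptokinase promoter inhibition or plain growth inhibition; 0% = median of DMSO wells and 100% = positive control at its reference dose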
* marks the source's active call; other numbers are inactive results; i = inactive; . = not tested or not shown.

SMILES	TRPC6 inhibitor	TRPC4 block	MrgX1 PAM	MrgX1 antagonist	TRPC4 potent	MrgX1 agonist	TRPC4 act	ANO1 block	TRPC6 act	ANO1 activ	SKKanGAS inh
O=[N+]([O-])c1ccc(C2[C@H]3C(c4ccccc4)=NC4(CCCC4)N23)cc1 (stereo partly drawn)	i	i	i	i	i	i	i	i	i	i	-3
Cc1ccc(CN2CCSc3ccc(C(=O)N4CCC5(CC4)OCCO5)cc32)cc1	i	i	i	i	i	i	i	i	i	i	1
CCc1n[nH]c(CCN)n1	i	i	i	i	i	i	155*	i	i	i	-5
O=C(Nc1ccc(Cl)cc1)N1CC2CC(C1)c1cccc(=O)n1C2 (stereo not drawn)	i	i	i	i	i	i	i	i	i	i	-8
Cc1onc(-c2c(Cl)cccc2Cl)c1/C(N)=N/OC(=O)N(C)C	i	i	i	i	i	i	i	i	i	i	1
COc1ccc(NC2=NC(C)(C)CS2)cc1	i	i	i	i	i	i	i	i	i	i	4
O=C1NC(=O)C(CCc2ccncc2)(Cc2ccc(OCc3ccccc3)cc2)C(=O)N1	i	i	i	i	i	i	i	i	i	i	-20
[O-][n+]1onc2c1CCC1N(O)CCC21O (stereo not drawn)	i	i	i	i	i	i	i	i	i	i	-8
CCOC(=O)C1(c2ccccc2)CCN(CC(=O)Nc2cccc3ccccc23)CC1	i	i	i	i	i	i	i	i	i	i	6
Brc1ccccc1	i	i	i	i	i	i	i	i	i	i	-2
Cc1ccc(N2C(=O)CC(=O)NC2=O)c(C)c1	i	i	i	i	i	i	i	i	i	i	-6
CSc1ccc(C(=O)C(C)(C)N2CCOCC2)cc1	i	i	i	i	i	i	i	i	i	i	1
N=Cc1c(O)n(-c2cccc(Cl)c2)c(=O)[nH]c1=O	i	i	i	i	i	i	i	i	i	i	6
Cc1nonc1OCCNCCNc1ccc([N+](=O)[O-])c2cccnc12	-5.1*	i	i	i	i	i	i	i	i	i	2
O=c1[nH]c(=O)n(Cc2ccco2)c(O)c1/C=N/N1CCCCCC1	i	i	i	i	i	i	i	i	i	i	5
c1ccc(C2=NP(N3CCOCC3)(N3CCOCC3)=NC(N3CCOCC3)=N2)cc1	i	i	.	.	i	.	i	.	i	.	-1
CCCCCn1c(=O)c(C(=O)Nc2ccccc2N)c(O)c2ccccc21	i	i	i	i	i	i	i	i	i	i	2
CC(=O)N1N=C2C3CCN(CC3)C2C1c1ccccc1 (stereo not drawn)	i	i	i	i	i	i	i	i	i	i	2
O=C1CCN(C(=O)CNC(=O)Cc2ccccc2)CC1	i	i	i	i	i	i	i	i	i	i	1
Cc1[nH]c2c(Cl)cccc2c1CCN	i	i	i	i	i	i	i	i	i	.	3
Oc1ccc(C[C@H]2NCCc3cc(O)c(O)cc32)cc1O	i	i	i	i	i	i	i	i	i	i	1
CSC1=NP(=S)(SC)N2CCCC2=C1C#N (stereo not drawn)	i	i	i	i	i	i	i	i	i	i	-11
CCOC(=O)c1c(C=O)c2ccccc2n1Cc1ccccc1	i	i	i	i	i	i	i	i	i	i	23
O=c1[nH]c(=O)n(Cc2ccc(F)cc2)c(O)c1C=NCC1CCCO1 (stereo not drawn)	i	i	i	i	i	i	i	i	i	i	7
C[C@H]1CCCC(=O)CCCCCc2cc(O)cc(O)c2C(=O)O1	i	i	i	i	i	i	i	i	i	i	-5
O=c1[nH]c(CN2CC=C(c3ccccc3)CC2)nc2cc(C(F)(F)F)ccc12	i	i	i	i	i	i	i	i	i	i	6
CCc1nn(CC(=O)N2CCC3(CC2)OCCO3)c(=O)c2cc3ccccc3n12	i	i	i	i	i	i	i	i	i	i	-2
CCOc1c(P(=S)(N(C)C)N(C)C)c(C)nn1-c1ccccc1	i	i	i	i	i	i	i	i	i	i	-8
O=C1C2(c3ccccc3)CN3CN(C2)CC1(c1ccccc1)C3	i	i	i	i	i	i	i	i	i	i	0
CCC12C=CCN3CCC4(c5cc(Br)c(OC)cc5N(C)C4C(O)(C(=O)OC)C1OC(C)=O)C32 (stereo not drawn)	i	i	i	i	i	i	i	i	i	i	3
CC(=O)N(C1=NCCCS1)c1ccccc1Cl	i	i	i	i	i	i	i	i	i	i	3
CNCCc1ccc(O)c(O)c1	i	i	i	i	i	43*	i	i	i	i	-6
NS(=O)(=O)c1ccc(N=Nc2c(O)[nH]c(=S)[nH]c2=O)cc1	i	i	i	i	i	i	i	i	i	i	-6
CCC(=NCCCn1ccnc1)c1c(O)n(Cc2ccccc2)c(=O)[nH]c1=O	i	i	i	i	i	i	i	i	i	i	12
CCCCCCC(N)CC(=O)O (stereo not drawn)	i	i	.	.	i	.	i	.	i	i	-1
O=S1(=O)CC2(N3CCOCC3)CCCCCCC21 (stereo not drawn)	i	i	i	i	i	i	i	i	i	i	3
CCOC(=O)c1cc(CC)sc1/N=C/C1C(=O)NC(=S)NC1=O	i	i	i	i	i	i	i	i	i	i	-5
N=C1c2ccccc2CN1CC(=O)c1ccccc1	i	i	i	i	i	i	i	i	i	i	-1
Cc1ccccc1-n1c(O)c(/C=N/NC(=O)c2ccccc2O)c(=O)[nH]c1=S	i	i	i	i	i	i	i	i	i	i	26
Cn1nnc(CC[N+](C)(C)C)n1	i	i	i	i	i	i	i	i	i	i	2
Cc1ccc(-c2cc(-c3ccc(C)cc3)[n+](-c3ccc(C(=O)[O-])cc3)c(-c3ccc(C)cc3)c2)cc1	i	i	i	i	i	i	60*	i	i	i	78*
Nc1ccc(CCN2CCN(c3cccc(C(F)(F)F)c3)CC2)cc1	i	i	i	i	i	i	i	i	i	i	0
COc1ccc(CN2C(=O)NC(=O)/C(=C\c3cccc(OC)c3OC)C2=O)cc1	i	i	i	-5.5*	i	i	i	i	i	i	10
COc1ccc(NC(=O)CN2C3CCC2CC(O)(c2cccnc2)C3)cc1OC (stereo not drawn)	i	i	i	i	i	i	i	i	i	i	-5
CN[C@H](C)[C@H](O)c1ccccc1	i	i	i	i	i	i	i	i	i	i	-3
CCN(CC)CCCN=Cc1c(O)n(CCc2ccc(OC)c(OC)c2)c(=O)[nH]c1=O	i	i	i	i	i	i	i	i	i	i	-6
CN1C(=O)CN=C(c2ccc(Cl)cc2)c2cc(Cl)ccc21	i	i	i	i	i	i	i	i	i	i	-1
O=C1NC(=O)N(c2ccccc2F)C(=O)/C1=C/c1cn(CC(=O)N2CCOCC2)c2ccccc12	i	i	i	i	i	i	i	i	i	.	4
CC(C)CCC1(CCc2ccncc2)C(=O)NC(=O)NC1=O	i	i	i	i	i	i	i	i	i	i	-7
CN1CCN(c2c(N)c(=O)oc3ccccc23)CC1	i	i	i	i	10*	i	i	i	i	i	0
O=C(c1ccc2nc3ccc(Cl)cc3c(=O)n2c1)N1CCC2(CC1)OCCO2	.	.	i	i	.	i	.	i	.	i	.
Cc1ccc(S(=O)(=O)N2CCC(C(=O)N3CCC4(CC3)OCCO4)CC2)cc1	i	i	i	i	i	i	i	i	i	i	-3
Cc1c(-c2cccc(Cl)c2)nc2ccccc2c1C(=O)N1CCC2(CC1)OCCO2	i	i	i	i	i	i	i	i	i	i	-5
Fc1ccc2c(c1)nnn2C1CCN(Cc2ccccc2)CC1	i	i	i	i	i	i	i	i	i	i	-6
CC12CN3CC(C)(CN(C1)C3c1cccs1)C2 (stereo not drawn)	i	i	i	i	i	i	i	i	i	i	2
CCCCn1c(O)c(C(C)=NCCc2c[nH]c3ccccc23)c(=O)[nH]c1=O	i	i	i	i	i	i	i	i	i	i	4
CCCN1CC[C@@H]2c3cc(O)ccc3CC[C@@H]21	.	.	i	i	.	i	.	i	.	i	.
CCc1ccccc1NC(=O)CNC1CCCCC1	i	i	i	i	i	i	i	i	i	i	6
CN1C(=O)/C(=C\c2ccc(N3CCCCCC3)cc2)C(=O)NC1=S	i	i	i	i	i	i	i	i	i	i	-10
COC(=O)C(O)(c1ccc(NC(=O)c2ccccc2)cc1)C(F)(F)F (stereo not drawn)	i	i	i	i	i	i	i	i	i	i	0

Later entries.
SMILES	TRPC6 inhibitor	TRPC4 block	MrgX1 PAM	MrgX1 antagonist	TRPC4 potent	MrgX1 agonist	TRPC4 act	ANO1 block	TRPC6 act	ANO1 activ	SKKanGAS inh
O=C1NC(=O)C(=Cc2ccc(-c3cc(Cl)ccc3[N+](=O)[O-])o2)C(=O)N1	i	i	.	.	i	.	i	.	i	i	0
O=C1CN=C(c2ccccc2)c2oc3ccc(Br)cc3c2N1	i	i	i	i	i	i	i	i	i	i	-2
Clc1ccccc1C1NCc2ccccc2-n2cccc21 (stereo not drawn)	i	i	i	i	i	i	i	i	i	i	-4
Cc1ccnc(-n2c(C)cc(C=C3C(=O)N(C)C(=S)N(C)C3=O)c2C)c1	i	i	i	i	i	i	i	i	i	i	0
CCN1CCN(C(=O)Cc2ccc(C)cc2)CC1	i	i	i	i	i	i	i	i	i	i	-3
C=CCN1CC[C@@]2(C)c3cc(O)ccc3CC1[C@@H]2C	i	i	i	i	i	i	i	i	i	i	0
CC1(C)CN=C(Nc2ccccc2C(F)(F)F)S1	i	i	i	i	i	i	i	i	i	i	-1
CCc1nc(N2CCNCC2)c(C#N)c2c1CSC(C)(C)C2	i	i	i	i	i	i	i	i	i	i	5
Cc1ccccc1-n1c(O)c(/C=N/N2CCOCC2)c(=O)[nH]c1=S	i	i	i	i	i	i	i	i	i	i	-7
CN(C)C(=O)Oc1cccc(-c2cn3cc(Cl)ccc3n2)c1	i	i	i	i	i	i	i	i	i	i	-6

Just MrgX1 agonist and TRPC4 act (2 entries from above):
SMILES | MrgX1 agonist | TRPC4 act
Cc1ccnc(-n2c(C)cc(C=C3C(=O)N(C)C(=S)N(C)C3=O)c2C)c1 | i | i
CCN1CCN(C(=O)Cc2ccc(C)cc2)CC1 | i | i

An excerpt. The share of hits here may be higher or lower than overall.
